Assay outcomes (PubChem BioAssay)
TCR activator: T cell receptor activation; primary human leukocytes, anti-CD3, IL-2 HTRF, 48 h; Potency, µM (series often up to 9.22 µM), without a hit: at the highest dose activation of IL-2 secretion, hits mostly activators; 330,000 tested, under 10 active; AID 504894; note: % of control where 0% means no effect
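TCR engagement came from a-CD3 beads alone, with compounds added to primary human leukocytes for 48 hr. Secreted IL-2 bridged europium cryptate- and d2-labelled anti-IL-2 antibodies, giving FRET emission at 665nm after 320nm excitation.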
TSG101-PTAP inh: blocks PTAP/TSG101 interaction to inhibit HIV-1 budding. Q99816. Fluorescence polarization, FITC-PTAP peptide / Tsg101 binding. 340,000 tested, under 10 active. Potency, µM (highest dose often 115 µM), inactives show top-dose activity change, negative = inhibition, usual class: inhibitors; active = well fitted inhibition curve with a large enough effect in the main read-out, with a control signal flat, not every such curve was filed as active; inconclusive = small, poorly fitted or top-dose-only effect, or effect the other way, or a change in a side signal; inactive = no such curve, though single readings can be large or run the other way; note: potency is the fitted concentration of half-maximal effect; % of control where 0% means no effect
Target sequence (Q99816 whole entry, looked up): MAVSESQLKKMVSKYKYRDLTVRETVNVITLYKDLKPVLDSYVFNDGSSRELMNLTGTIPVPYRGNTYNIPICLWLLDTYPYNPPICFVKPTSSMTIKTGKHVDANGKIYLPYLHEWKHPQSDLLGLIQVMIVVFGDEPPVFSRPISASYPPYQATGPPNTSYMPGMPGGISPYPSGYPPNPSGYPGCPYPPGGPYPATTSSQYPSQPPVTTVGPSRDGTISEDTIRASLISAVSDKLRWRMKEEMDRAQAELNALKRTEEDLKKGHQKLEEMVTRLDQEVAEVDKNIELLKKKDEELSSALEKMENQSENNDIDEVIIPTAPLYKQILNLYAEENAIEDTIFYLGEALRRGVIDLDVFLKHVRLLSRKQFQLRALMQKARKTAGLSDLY
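Compounds were pin-transferred onto Tsg101 binding domain (10 uM final) in HEPES pH 7.5 buffer, then FITC-PTAP peptide was added at 50 nM final. After 20 min at RT, polarization reported peptide displacement across a qHTS concentration series.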
AT treatment: potential ataxia-telangiectasia treatments restoring KAP-1 phosphorylation; […] A-T fibroblasts, KAP-1 phosphorylation AlphaLISA; neocarzinostatin DNA damage 30 min before lysis; Potency, µM (titrated, usually from 57.5 µM), for inactives: top-dose activation, actives largely listed as activators; hit rate 0.19% among 320,000; note: potency is the fitted concentration of half-maximal effect; % of control where 0% means no effect; nearly all actives have a fitted effect of over 45% in size
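hTERT-immortalized A-T patient fibroblasts ([…]), 500 cells/well in OPTI-MEM, 1% FBS, got compounds for 60 min, then NCS for 30 min at 37C. Lysates were then assayed for phospho-KAP-1 by AlphaLISA (anti-pKAP1 donor, anti-KAP1 acceptor beads), 6 hr at 25C.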
S-ASM inh: inhibitors of human secretory acid sphingomyelinase. placental ASM, HMU-PC fluorogenic substrate, 60 min. Potency, µM (doses to about 57.5 µM), inactives show top-dose activity change, negative = inhibition, hits mostly inhibitors. hit rate 0.006% among 340,000. AID 504937; note: potency is the fitted concentration of half-maximal effect
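qHTS format. ASM enzyme prepared from human placenta hydrolyses the fluorogenic substrate HMU-PC0 (9 uM final) over 60 min at 37 °C after a 10 min compound preincubation.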
Mito fusion yeast: blocks mitochondrial division or promotes mitochondrial fusion. S. cerevisiae fusion-defective mutant growth rescue, CellTiterGlo 48 h. Potency, µM (highest dose often 46.1 µM), without a hit: at the highest dose growth rescue (activation), usual class: activators. hit rate 0.23% among 320,000. AID 485298;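 note: potency is the fitted concentration of half-maximal effect; % of control where 0% means no effect; nearly all actives have a fitted effect of over 45% in size; temperature-sensitive fusion mutants such as fzo1-1 at 37 °C on non-fermentable ethanol glycerol medium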
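Temperature-sensitive fusion-defective S. cerevisiae (e.g. fzo1-1, mgm1-5) were grown with compound in YPEG medium (3% ethanol, 3% glycerol) for 48 hours at 37C. Growth rescue was measured as viability by CellTiterGlo luminescence after 10 minutes at ambient.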
Menin-MLL TR inh: menin-MLL binding inhibition, Texas Red mutant peptide; O00255; Menin + Texas Red MLL mutant peptide, fluorescence polarization; Potency, µM (titrated, usually from 61.6 µM), for inactives: top-dose FP activity change, negative = inhibition, hits mostly inhibitors; hit rate 0.23% among 270,000; active = well fitted inhibition curve with a large enough effect in the polarisation, with a control signal flat, not every such curve was filed as active; inconclusive = small, poorly fitted or top-dose-only effect, or effect the other way, or a change in a side signal; inactive = no such curve, though single readings can be large or run the other way; the % refers to the polarisation; note: potency is the fitted concentration of half-maximal effect; % of control where 0% means no effect; many of its hits are not listed in these tables
CXXC DNA block: blocks binding of human MLL CXXC domain to DNA. AID 2662. Q03164. hit rate 0.037% among 290,000. MLL-CXXC / FITC-HOXA9 DNA fluorescence polarization. Potency, µM (series often up to 115 µM), inactives show at the highest dose activity change, negative = inhibition, hits mostly inhibitors; active = well fitted inhibition curve with a large enough effect in the polarisation, with a control signal flat, not every such curve was filed as active; inconclusive = small, poorly fitted or top-dose-only effect, or effect the other way, or a change in a side signal; inactive = no such curve, though single readings can be large or run the other way; the % refers to the polarisation; note: potency is the fitted concentration of half-maximal effect
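Fluorescence polarization: 7 uM MLL-CXXC (stock) preincubated 5 min with compounds, then 50 nM fluorescein-HOX-A9 DNA (stock) added; 30 min ambient. Buffer 50 mM Tris-HCl pH 7.5, 50 mM NaCl, 1 mM DTT, 0.05% BSA.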
TSHR antag: blocks TSH signaling through the human TSH receptor | activity change, negative = inhibition, % at 11.5 µM | hit rate 0.2% among 330,000 | TSHR-expressing cells, TSH-stimulated cAMP HTRF, 2 h; stronger effect = lower value | AID 504810;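 active = activity change below a set negative limit, meaning inhibition stronger than a set level, cut at about -70% in these data; inconclusive = activity change between two set negative limits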; note: % is set by controls: 0 for no effect and ±100 for the full control effect
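Competitive HTRF cAMP read-out (cryptate anti-cAMP antibody, cAMP-d2; 30 min, room temperature) in freshly harvested TSHR cells. Compounds added before TSH at EC80 (4nM final), followed by 2 hours' incubation at 37 deg C.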
MBNL1 CUG block: MBNL1-poly(CUG) RNA binding inhibition; TR-FRET MBNL1-His/biotin-(CUG)12 binding, 665/545 ratio; Potency, µM (titrated, usually from 57.5 µM), for the others: at the top dose activity change, negative = inhibition, most hits filed as inhibitors; Q9NR56; AID 2675; hit rate 0.036% among 280,000; active = well fitted inhibition curve with a large enough effect in the signal ratio, with a control signal flat, not every such curve was filed as active; inconclusive = small, poorly fitted or top-dose-only effect, or effect the other way, or a change in a side signal; inactive = no such curve, though single readings can be large or run the other way; the % refers to the signal ratio; note: potency is the fitted concentration of half-maximal effect; % is set by controls: 0 for no effect and ±100 for the full control effect
Target sequence (Q9NR56 whole entry, looked up): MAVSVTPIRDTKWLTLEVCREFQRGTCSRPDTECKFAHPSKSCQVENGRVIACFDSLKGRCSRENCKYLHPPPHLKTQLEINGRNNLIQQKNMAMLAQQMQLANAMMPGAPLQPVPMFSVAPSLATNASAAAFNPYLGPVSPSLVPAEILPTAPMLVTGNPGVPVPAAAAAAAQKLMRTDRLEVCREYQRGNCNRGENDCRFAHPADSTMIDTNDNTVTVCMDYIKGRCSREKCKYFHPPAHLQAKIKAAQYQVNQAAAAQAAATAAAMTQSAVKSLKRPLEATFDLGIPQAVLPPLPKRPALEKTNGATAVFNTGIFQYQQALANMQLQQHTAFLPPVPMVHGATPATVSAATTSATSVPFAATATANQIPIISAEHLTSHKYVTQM
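TR-FRET between His-tagged MBNL1 and biotin-(CUG)12 RNA, detected with Tb anti-His antibody (0.055 ng/ul) and streptavidin-XL665 (5 nM), 60 min at room temperature. Compounds titrated 92 nM to 58 uM; 665/545 nm ratio normalized to buffer and complex controls.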
a7 integrin act: activators of alpha7 integrin expression for muscular dystrophy; alpha7betagal myoblasts, beta-gal FDG fluorescence, 48 h; Potency, µM (doses to about 38.3 µM), inactives show at the top dose activation, hits mostly activators; hit rate 0.064% among 350,000;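 note: potency is the fitted concentration of half-maximal effect; 100% = response of the positive control SU9516; nearly all actives have a fitted effect of over 60% in size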
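Alpha7betagal+/- myoblasts (passage 13) were plated 16-24 hr, then exposed to compounds (1:260 dilution of DMSO stock) for 48 hours at 37C. After MPER lysis, β-galactosidase reporter activity was read as FDG fluorescence (ex 480/em 540) after 30 minutes.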
* marks the source's active call; other numbers are inactive results; u = inconclusive; x = no result given; [ ] = remark or other dose. Unless noted, calls come from the whole dose curve; as a rule, active = well fitted curve in the direction sought with a large enough effect; inconclusive = small, poorly fitted or top-dose-only effect, or another doubt; inactive = no such curve, though single readings can be large; an effect the other way counts as inactive or inconclusive. Not all compounds are listed; the hit share may differ from the screen's.

SMILES	TCR activator	TSG101-PTAP inh	AT treatment	S-ASM inh	Mito fusion yeast	Menin-MLL TR inh	CXXC DNA block	TSHR antag	MBNL1 CUG block	a7 integrin act
CCOC(=O)N1CCN(C(=O)CCSc2ccc(Cl)cc2)CC1	-0.7%[46.1 µM]	0.5%	x	-0.2%	0.7%	-20.5%	7.0%	-8.4	u	14.4%
Cc1ccc(NC(=S)N/N=C2\CCCCC2C)cc1 (stereo not drawn)	-5.3%	0.6%	1.7%	-2.5%	1.9%	-14.8%	-5.5%	-8.8	5.0%	0.0%
COc1ccc(OC)c(C2N(c3ccccn3)C(=O)C3CCCN32)c1 (stereo not drawn)	-1.4%	-2.9%	-2.3%	14.8%	0.4%	15.0%	-6.1%	9.1	-0.6%	13.1%
Cc1nnc(NC(=O)CSc2nc3c(c(=O)n(C)c(=O)n3C)n2C(C)C)s1	0.1%	-0.1%	-3.4%	-0.1%	2.6%	0.0%	-3.6%	-7.6	7.6%	-33.6%
CCN(CC1CCCO1)C(=O)C1CCN(C2CCN(Cc3ccccc3C)CC2)CC1 (stereo not drawn)	2.8%	-2.8%	-1.5%	6.9%	-4.5%	u	u	38.6	-3.2%	-19.1%
CCOc1ccccc1-n1c(CNc2ccc(F)cc2)nnc1SCC(=O)NCc1ccco1	-3.4%[46.1 µM]	-4.8%	5.5%	6.8%	-1.6%	-21.5%	-5.5%	23.0	-20.9%	-11.0%
O=C(c1ccc(Cl)c(S(=O)(=O)N2CCCCC2)c1)N1CCN(c2ccccc2)CC1	3.9%	-0.9%	-7.8%	-0.6%	0.8%	x	16.5%	-19.6	-5.6%	-44.2%[inhibitor]
CCOc1ccc(C(=O)NCC(=O)OCCN2C(=O)c3ccccc3C2=O)cc1OCC	1.6%	-2.3%	3.1%	-2.2%	-2.0%	x	x	4.4	x	-17.2%
CCCCN(Cc1ccco1)C(=O)C1CCCN(c2ncnc3c2nc2n3CCCCC2)C1 (stereo not drawn)	-12.4%	-7.0%	-7.8%	-2.7%	-0.2%	x	-1.2%	9.8	2.1%	-52.1%[inhibitor]
Cc1ccc(NC(=O)CS(=O)CC(=O)N(c2ccc(C)cc2)C(C)C(=O)NC2CCCCC2)cc1 (stereo not drawn)	5.9%[46.1 µM]	-6.5%	4.7%	1.3%	-6.4%	0.3%	-3.4%	22.6	5.8%	4.2%
Cc1ccc(-n2nc3c(=O)n(CCCC(=O)NCc4cccc(F)c4)nc(C)c3c2C)cc1	9.5%	-4.1%	-1.9%	-1.3%	-9.8%	-12.5%	1.2%	-9.5	-0.3%	14.6%
Cn1c(=O)c2c(ncn2CC(=O)Nc2nc(-c3ccccc3Cl)cs2)n(C)c1=O	1.2%	-5.8%	1.1%	-11.6%	-0.2%	-7.3%	-3.2%	-9.5	11.5%	11.8%
Cc1ccc(-c2nc(C)sc2CC(=O)O)cc1	-3.6%	-9.0%	1.2%	1.8%	0.3%	-13.9%	11.8%	1.6	-9.7%	13.8%
N#Cc1cccc(NC(=O)N2CCC(c3nc4c(nnn4Cc4cccc(Cl)c4)c(=O)[nH]3)CC2)c1	5.6%	-3.2%	-4.0%	u	0.3%	22.4%	37.3%[activator]	-13.2	-1.1%	5.8%
O=C(Cc1cccs1)Nc1nnc(CCc2ccccc2)s1	-1.6%	-1.8%	0.5%	-5.2%	-7.7%	-4.6%	4.6%	6.6	0.2%	14.6%
CN(C)c1ccc(C(=O)NNC(=O)c2ccc(Cl)cc2)cc1	7.1%	-2.3%	-4.0%	-4.4%	-6.1%	x	-2.5%	7.1	-0.1%	-12.1%
OCCC1CN(Cc2cccc3nccnc23)CCN1Cc1ccc(F)c(F)c1 (stereo not drawn)	1.4%	-2.7%	2.3%	5.3%	-0.6%	9.5%	4.0%	-1.4	u	-1.0%
CCOC(=O)c1c(NC(=O)CSc2nc3ccc(C)cc3[nH]2)sc2c1CC(C)(C)NC2(C)C	2.0%	-7.5%	-10.0%	-8.8%	21.8%	x	x	2.4	x	-45.6%[inhibitor]
Cc1ccn(CCNC(=O)C2CCC(=O)N(CCc3ccc(Cl)cc3)C2)n1 (stereo not drawn)	3.4%	-4.4%	16.9%	2.1%	-0.8%	x	7.1%	11.7	-1.2%	10.0%
N/C(=N\c1nc2ccccc2o1)NC(=O)c1ccc(F)cc1	-1.3%	0.0%	-1.6%	2.6%	-1.0%	-2.0%	4.9%	4.6	-4.0%	-8.1%
CC(C)NC(=O)Nc1cccc2c1O[C@H](CN(C)C(=O)NC1CCCCC1)[C@H](C)CN([C@H](C)CO)C2=O	-3.4%	-1.9%	0.4%	0.2%	x	x	x	11.8	x	1.5%
Cc1cccc(OCC(=O)N2CCN(C(=O)c3cccs3)CC2)c1	-0.3%	-8.4%	-1.8%	0.3%	-1.1%	4.5%	-0.7%	-1.7	6.9%	-25.2%
CCOC(=O)NC(CC(=O)O)c1ccc(OC)cc1 (stereo not drawn)	2.2%	-3.3%	4.2%	3.4%	3.2%	-0.5%	10.2%	-3.0	-1.5%	9.5%
CC(C)OP(=O)(OC(C)C)C(Nc1ccccn1)c1ccc(F)cc1 (stereo not drawn)	4.1%[46.1 µM]	-2.5%	-2.5%	-7.7%	-1.1%	-0.8%	4.4%	-3.0	3.4%	3.7%
N#Cc1nc(-c2ccc(OCc3ccccc3)cc2)oc1NCCCn1ccnc1	-0.3%	-2.6%	-6.7%	-15.7%	-1.4%	14.2%	-5.9%	-2.2	-0.3%	0.0%
CCOc1ccc(-c2[nH]ncc2-c2ccc(OC)c(OC)c2)c(O)c1	-0.9%	-10.2%	15.0%	0.7%	17.3%	u	17.5%	18.7	-1.6%	-32.2%
Cc1cccc(NC(=O)c2ccc(F)c(S(=O)(=O)NCc3ccco3)c2)c1	-21.5%	-2.8%	-0.9%	-1.7%	-1.1%	x	16.0%	-11.5	-3.2%	u
CCOC(=O)c1sc(NC(=O)C(CC)OC(=O)C(CC(C)C)NC(=O)c2ccccc2)nc1C (stereo not drawn)	-3.0%	-4.1%	-0.5%	-9.9%	-8.0%	12.5%	-1.8%	-2.0	-13.3%	23.1%
CCOC(=O)c1cc2c(=O)n3cccc(C)c3nc2n(Cc2ccco2)c1=NC(=O)c1cccnc1	1.1%	1.2%	2.5%	476.7%[activator]	-4.7%	14.2%	-4.2%	0.3	u	10.7%
O=C(CNCc1ccco1)Nc1cc(S(=O)(=O)N2CCOCC2)ccc1N1CCOCC1	0.9%	-5.4%	6.7%	-0.9%	x	x	x	-0.4	x	-12.2%
O=C(NC1CCCc2ccccc21)C1CCN(S(=O)(=O)N2CCCCCC2)CC1 (stereo not drawn)	x	-7.7%	-15.3%	2.9%	3.2%	-3.8%	-10.8%	-6.0	-1.8%	-6.6%
Cc1ccc(C)c(OCC(=O)NCC(C)(C)N2CCOCC2)c1	9.4%	-4.5%	-1.9%	-13.0%	-0.6%	x	x	2.7	x	u
CNC(=O)CCN(Cc1ccco1)S(=O)(=O)c1ccc(OC)c(OC)c1	-3.5%	-12.4%	-4.2%	7.9%	-4.7%	x	-3.1%	23.3	-4.4%	0.0%
COc1ccc(OC)c(-c2nnc(SCC(=O)N3CCOCC3)o2)c1	0.0%	-0.6%	-10.7%	3.4%	-5.1%	-15.4%	-2.5%	-5.9	-11.5%	-18.0%
NC(=O)c1c(C(F)(F)F)cc(-c2ccccc2)nc1NCCO	1.1%	-9.4%	-0.6%	86.9%[activator]	2.2%	23.9%	1.0%	-0.8	-2.9%	-20.2%
CCN1C[C@@H]2[C@@H]3C(=O)N(C)C(=O)[C@@H]3[C@](CC)(C1=O)N2C(=O)c1ccc(Cl)cc1	6.9%	-6.8%	x	7.2%	x	x	x	x	x	-2.7%
CC(C)c1nnc(NC(=O)CCC(=O)N2CCN(Cc3ccccc3)CC2)s1	-14.4%	-6.0%	8.6%	1.3%	-5.2%	4.2%	0.5%	-6.4	6.7%	11.8%
